# Sm TGR block: qHTS Assay for the Inhibitors of Schistosoma Mansoni Peroxiredoxins; Schistosoma mansoni thioredoxin glutathione reductase (TGR), Q962Y6; purified TGR, DTNB reduction, TNB absorbance 405 nm; Potency, µM (titrated, usually from 114 µM), for the others: at the top dose activity change, negative = inhibition, hits mostly inhibitors; actives 3% (n = 360,000); note: potency is the fitted concentration of half-maximal effect; nearly all actives have a fitted effect of over 60% in size
#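 TGR 20 nM + NADPH 100 uM (dispensed conc.), cpd preinc 15 min RT; start with NADPH (500 uM addition) then DTNB (15 mM addition). Kinetic TNB absorbance, 405 nm filter. Four-parameter Hill fit across titration.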
# AmpC inh no detg: qHTS Inhibitors of AmpC Beta-Lactamase (assay without detergent). P00811. AID 485341, 2010. AmpC nitrocefin hydrolysis, absorbance 480 nm, 0.0001% Triton. Potency, µM (series often up to 57.1 µM), without a hit: at the highest dose activity change, negative = inhibition, hits mostly inhibitors. actives 0.52% (n = 330,000);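 note: potency is the fitted concentration of half-maximal effect; plate controls were no compound for no effect and no enzyme for full effect; nearly all actives have a fitted effect of over 20% in size; some results filed as inactive show a strong effect at the top dose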
# Target sequence (P00811 whole entry, looked up): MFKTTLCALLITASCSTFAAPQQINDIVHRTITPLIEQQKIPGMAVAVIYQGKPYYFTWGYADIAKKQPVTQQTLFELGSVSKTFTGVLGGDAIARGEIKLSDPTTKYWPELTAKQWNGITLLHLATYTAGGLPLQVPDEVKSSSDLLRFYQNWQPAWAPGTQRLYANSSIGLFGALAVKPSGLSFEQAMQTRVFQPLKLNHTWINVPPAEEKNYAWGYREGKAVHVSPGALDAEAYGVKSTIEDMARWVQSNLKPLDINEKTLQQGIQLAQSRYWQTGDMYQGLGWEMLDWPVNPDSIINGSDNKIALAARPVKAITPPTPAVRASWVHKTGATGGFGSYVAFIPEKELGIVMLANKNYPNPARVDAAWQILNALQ
#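 20 mM phosphate pH 7.0 + 0.01% (detergent screen) or 0.0001% Triton X-100; 5.3 nM AmpC reagent; cpd preinc 15 min RT; nitrocefin (800 uM stock) to start; A480 q20 s × 4 min; Activity was normalised to no-enzyme and no-compound control wells.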
# TbPYK inhibitor: qHTS of Trypanosoma Brucei Inhibitors; pyruvate kinase (Trypanosoma brucei), Q57TT1; actives 0.12% (n = 410,000); TbPYK enzyme, Kinase-Glo Plus ATP luminescence, 45 min; Potency, µM (highest dose often 76.8 µM), without a hit: at the top dose activity, negative = inhibition, usual class: inhibitors; AID 624173, 2012; note: potency is the fitted concentration of half-maximal effect; nearly all actives have a fitted effect of over 50% in size
#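 Enzyme and substrate buffer are dispensed first and compound is pin-transferred. ADP at 130 uM final then starts the reaction, which runs 45 min at room temperature. Detection reagent is added for 10 min before luminescence is imaged.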
# HCMV antiviral: qHTS Assay for inhibitors of the human cytomegalovirus (HCMV); HFF cells, HCMV-luciferase reporter, 72 h; active compounds read low; activity change, negative = inhibition, % at 57.5 µM; actives 4.5% (n = 410,000); in the data active = activity change below about -60%; inconclusive = no clear call, values can overlap the other calls; inactive = above about -39%
#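 Cell-based, HFFs, 1000 cells/well, 16 h 37C; cpds in DMSO + HCMV-luc, MOI 1 PFU/cell; 72 h 37C; OneGlo luminescence after 5 min RT; norm. to buffer vs Salinomycin 10uM.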
# AmpC inh detg: qHTS Inhibitors of AmpC Beta-Lactamase (assay with detergent); actives 0.041% (n = 370,000); Potency, µM (series often up to 114 µM), inactives show at the top dose activity change, negative = inhibition, actives largely listed as inhibitors; AmpC hydrolysis of nitrocefin, absorbance 480 nm, 0.01% Triton; P00811;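 note: potency is the fitted concentration of half-maximal effect; 0% = no-compound wells and -100% = no-enzyme wells; nearly all actives have a fitted effect of over 25% in size; some results filed as inactive show a strong effect at the top dose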
#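 AmpC (5.3 nM in the dispensed reagent) in 20 mM phosphate pH 7.0 with 0.01% (detergent screen) or 0.0001% Triton X-100 was preincubated with compounds for 15 min at room temperature. Nitrocefin was then added from an 800 uM solution, and hydrolysis was followed at 480 nm.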
# LmPK inh: qHTS Assay for Inhibitors of Leishmania Mexicana Pyruvate Kinase (LmPK). actives 0.37% (n = 290,000). Q27686. purified LmPK, Kinase-Glo ATP luminescence, 1 h. Potency, µM (doses to about 57.5 µM), for the others: at the highest dose activity change, negative = inhibition, most hits filed as inhibitors; note: potency is the fitted concentration of half-maximal effect
# Target sequence (Q27686 whole entry, looked up): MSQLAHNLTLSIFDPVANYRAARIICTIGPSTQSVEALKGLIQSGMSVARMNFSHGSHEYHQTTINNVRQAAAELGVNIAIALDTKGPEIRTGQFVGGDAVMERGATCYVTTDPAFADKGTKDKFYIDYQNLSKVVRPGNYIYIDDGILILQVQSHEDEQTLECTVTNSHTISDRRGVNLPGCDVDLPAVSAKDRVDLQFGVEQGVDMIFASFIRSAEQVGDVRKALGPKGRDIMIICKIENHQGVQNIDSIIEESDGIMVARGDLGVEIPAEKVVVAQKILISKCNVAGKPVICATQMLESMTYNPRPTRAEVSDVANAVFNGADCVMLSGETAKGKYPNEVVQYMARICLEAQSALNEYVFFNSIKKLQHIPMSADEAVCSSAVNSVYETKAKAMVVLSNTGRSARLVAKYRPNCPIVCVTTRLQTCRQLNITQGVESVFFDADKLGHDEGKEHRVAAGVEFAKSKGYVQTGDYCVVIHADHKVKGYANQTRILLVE
#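 0.1 nM LmPK, 0.5 mM PEP, 0.1 mM ADP; 50 mM imidazole pH 7.2, 7 mM MgCl2, 50 mM KCl; 1 h RT. Kinase-Glo luminescence readout, normalized to no-enzyme (full inhibition) and uninhibited wells.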
# AMA1 RON2 block: qHTS for Inhibitors of AMA1-RON; Towards Development of Antimalarial Drug Lead: Primary Screen | AlphaScreen AMA1-biotinylated RON2 peptide binding | Potency, µM (series often up to 58.2 µM), without a hit: at the highest dose activity change, negative = inhibition, hits mostly inhibitors | actives 0.2% (n = 360,000);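 note: potency is the fitted concentration of half-maximal effect; 0% = vehicle wells and -100% = peptide control; nearly all actives have a fitted effect of over 45% in size; some results filed as inactive show a strong effect at the top dose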
#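 AMA1 (3D7) with his tag at 25 nM final met compounds first, then biotinylated RON2 peptide at 25 nM; detection used donor plus acceptor beads, 10 µg/mL apiece, read by AlphaScreen after 30 min at room temperature.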
# The depositor's hits bear a star; u = inconclusive; x = no result given; [ ] = another dose, or the depositor's remark. Unless noted, calls come from the whole dose curve; as a rule, active = well fitted curve in the direction sought with a large enough effect; inconclusive = small, poorly fitted or top-dose-only effect, or another doubt; inactive = no such curve, though single readings can be large; an effect the other way counts as inactive or inconclusive. Unless noted, % is set by controls: 0 for no effect and ±100 for the full control effect.
# The opening 3 compounds (preview)
# Second line of a record: Sm TGR block, AmpC inh no detg, TbPYK inhibitor, HCMV antiviral, AmpC inh detg, LmPK inh, AMA1 RON2 block
1) O=C(O)c1ccc(CNCc2cccc(Cl)c2)cc1
 : -1.5%, -13.1%, 3.9%, -25.2, 2.1%, -1.9%, 1.8%
2) CCN(CC)S(=O)(=O)c1cccc(NC(=O)COc2ccc(F)cc2Br)c1
 : -2.4%, -29.7%, 5.3%, -5.7, u, 1.6%, 0.6%
3) CCOC(=O)Cc1csc(NC(=O)/C=C/c2ccccc2Cl)n1
 : 5.2%, -26.6%, -0.4%, -12.5, 6.9%, 1.4%, 14.0%

# The whole of this part, previewed entries included:
# Second line of a record: Sm TGR block, AmpC inh no detg, TbPYK inhibitor, HCMV antiviral, AmpC inh detg, LmPK inh, AMA1 RON2 block
1) O=C(O)c1ccc(CNCc2cccc(Cl)c2)cc1
 : -1.5%, -13.1%, 3.9%, -25.2, 2.1%, -1.9%, 1.8%
2) CCN(CC)S(=O)(=O)c1cccc(NC(=O)COc2ccc(F)cc2Br)c1
 : -2.4%, -29.7%, 5.3%, -5.7, u, 1.6%, 0.6%
3) CCOC(=O)Cc1csc(NC(=O)/C=C/c2ccccc2Cl)n1
 : 5.2%, -26.6%, -0.4%, -12.5, 6.9%, 1.4%, 14.0%
4) O=C(O)CC1=C(O)C(=O)N(c2ccccc2)C1c1ccc(Cl)cc1 (stereo not given)
 : 48.6%[activator], -19.9%, -8.3%, 11.8, u, 0.3%, 7.6%
5) O=C(NCCC1=CCCCC1)c1cnc2n(c1=O)CCS2
 : 4.8%, -3.9%, -3.9%, 20.3, -1.5%, 5.8%, 0.7%
6) Cc1[nH]nc(SCC(=O)Nc2cccc(O)c2)c1[N+](=O)[O-]
 : 1.0%, -25.2%, -6.2%, 3.9, -7.0%, -2.3%, 7.1%
7) O=C(Oc1cccc(/C=N/Nc2nc(N3CCOCC3)nc(N3CCOCC3)n2)c1)c1ccco1
 : 1.0%, 4.2%, 1.1%, 125.2, u, 5.3%, -15.0%
8) COc1cc(C(=O)Nc2nc(-c3ccc(Cl)cc3)c(C)s2)ccc1OCC(=O)Nc1ccc(F)cc1
 : -11.3%, -20.2%, -5.7%, -29.9, -1.0%, 13.5%, 3.6%
9) Cc1cc([N+](=O)[O-])ccc1NC(=O)Nc1ccccc1F
 : 2.3%, -29.9%, -4.1%, -60.7*, -1.5%, -0.3%, -3.8%
10) C[C@H](CO)N1C[C@H](C)[C@@H](CN(C)S(=O)(=O)c2cn(C)cn2)Oc2c(NS(=O)(=O)c3ccc(F)cc3)cccc2C1=O
 : x, 69.7%[activator], 1.5%, -17.5, x, x, 2.5%
11) COc1ccccc1N(C)S(=O)(=O)c1ccc(C(=O)Nc2ncc(C)s2)cc1
 : 1.6%, -31.4%, 6.9%, u, 6.1%, x, 54.9%[activator]
12) COC(=O)c1ccccc1S(=O)(=O)Nc1ccc2cn[nH]c2c1
 : 2.4%, -41.0%, -21.7%, 61.3, -10.3%, 2.6%, 1.3%
13) CN(C)S(=O)(=O)c1cccc(NC(=O)c2ccccc2SCC(=O)N2CCCC2)c1
 : x, x, -11.7%, 7.5, x, x, -5.4%
14) CCCCC(=O)N(C)c1c(CC)nc2c(OCc3ccc(Cl)cc3Cl)cccn12
 : x, x, 3.7%, 3.7, x, x, -17.9%
15) Cc1ccccc1NC(=O)Cn1cnc2c1c(=O)n(C)c(=O)n2C
 : -24.3%, -9.6%, -2.0%, -11.6, -0.8%, 1.9%, -1.4%
16) COc1cccc(N2CCN(C(=O)c3nn(C)c4c3CSc3ccc(C)cc3-4)CC2)c1
 : 25.6%, x, 1.1%, 1.5, 13.4%, x, x
17) Cc1cc(NS(=O)(=O)c2ccc(Nc3nc(-c4sc(N)nc4C)cs3)cc2)no1
 : -36.9%, -41.4%, -11.5%, x, 0.3%, 1.5%, u
18) COc1ccc(S(=O)(=O)N2CCc3ccccc32)cc1C(=O)N1CCOCC1
 : 7.0%, -13.4%, 3.2%, -18.3, -10.7%, x, 0.6%
19) NC(=S)N/N=C1\CCOc2ccc(Cl)cc21
 : 0.0%, -12.6%, -2.0%, -103.6*, -2.7%, 1.0%, 64.7%[activator]
20) COc1ccc(-c2ccc(SCC(=O)N3CCN(c4ccccc4)CC3)nn2)cc1
 : 11.3%, -4.2%, 0.2%, -2.0, 0.2%, 1.5%, 2.6%
21) O=C(c1ccccc1Br)N1CCN(c2ccccn2)CC1
 : 13.8%, 10.2%, -8.6%, 9.6, 8.9%, -0.7%, -0.6%
22) COc1ccc(-n2c(CNC(=O)COc3ccccc3)n[nH]c2=S)cc1
 : -16.6%, -18.8%, u, u, -0.2%, -9.7%, 10.0%
23) COc1ccc(CN(C2CCCC2)S(=O)(=O)c2ccc(-n3cnnn3)cc2)cc1OC
 : -5.5%, 4.3%, 2.0%, -9.5, -2.7%, 4.7%, 211.7%[activator]
24) Cc1cc(C)n(CC(=O)NC2CCCCC2)n1
 : 0.3%, -7.3%, 10.7%, 17.0, 1.8%, -1.4%, 17.5%
25) FC(F)(F)c1nnc(-c2ccccc2)nc1N1CCOCC1
 : -19.4%, -12.2%, 3.5%, -1.3, u, 0.6%, 13.4%
26) Cc1cc(CN(C)C(=O)CC2C(=O)NCCN2Cc2c(F)cccc2Cl)on1 (stereo not given)
 : -29.7%, -1.7%, -0.7%, -19.1, 2.3%, -8.9%, 0.0%
27) O=C(OCn1nnc2ccccc2c1=O)c1ccc2c(=O)n3c(nc2c1)CCC3
 : 0.5%, 1.8%, 3.9%, -7.3, u, 3.3%, -0.9%
28) CCC(C)[C@H](NC(=O)Nc1ccc2c(c1)OCCO2)C(=O)O (stereo not given in full)
 : 5.3%, -10.2%, 4.9%, -0.6, 1.0%, -2.5%, 1.6%
29) Cc1cc(C(=O)OCC(=O)Nc2cccc(S(=O)(=O)N(C)C)c2)c(C)o1
 : 0.0%, -12.7%, -1.5%, -30.4, -0.2%, 4.5%, -0.2%
30) Cc1ccc(S(=O)(=O)N(C)c2ccc(C(=O)N3CCN(Cc4ccc5c(c4)OCO5)CC3)cc2)cc1
 : 0.0%, 131.6%[activator], 8.4%, -95.0*, 0.3%, 0.7%, -21.2%
31) CC[C@]12c3[nH]c4cc(CCC(=O)N(C)C)ccc4c3CCN1C(=O)[C@@H](CC(=O)NCCCOC)C[C@@H]2C(=O)N1CCN(C(=O)C2CC2)CC1
 : x, 117.9%[activator], 0.5%, 8.8, x, x, 0.6%
32) CCCc1cc(Nc2cccc(OCC)c2)n2ncnc2n1
 : -0.9%, 16.4%, -14.1%, 51.9, -0.5%, -3.2%, 1.4%
33) O=C(CNC(=O)c1ccco1)OCC(=O)c1ccc2ccccc2c1
 : 0.0%, -8.8%, -2.1%, 13.8, u, 3.8%, 0.5%
34) C=CCOc1ccc(CN(C)CC(=O)Nc2ccccc2[N+](=O)[O-])cc1
 : 2.9%, -5.6%, 7.2%, -22.6, u, -1.6%, -9.1%
35) CCCCC[C@@H]1CCCCC[C@H](O)C[C@@H](O)[C@@H](O)/C=C/C(=O)O1
 : x, x, 0.1%, -20.1, x, x, 1.5%
36) COc1ccc(CNC(=S)Nc2ccc(-c3ccccc3)cc2)cc1
 : -3.8%, 14.1µM*, 0.5%, 6.5, -6.8%, -3.2%, 1.7%
37) COCC(=O)N1CCc2ccc(NC(=O)c3ccccc3Cl)cc2C1
 : -23.4%, -10.1%, -5.9%, u, -12.5%, 3.7%, -2.7%
38) C=CCNC(=S)Nc1ccc(N2CCOCC2)c(S(=O)(=O)Nc2ccccc2Cl)c1
 : -32.8%, -58.0%, 2.7%, -13.8, -9.4%, -0.8%, 6.0%
39) O=C(Cn1cncc1-c1ccc([N+](=O)[O-])cc1)Nc1cccc2ccccc12
 : -23.9%, -58.4%, -6.5%, 49.8, -20.8%, 3.0%, -6.8%
40) CCOc1ccc(N(CC(=O)NC2CCCCC2)C(=O)CSc2nnc(COc3ccccc3)o2)cc1
 : -12.8%, -7.3%, 0.2%, 27.4, -13.7%, 2.0%, 0.0%
41) Cc1cc(C)cc(NC(=O)N2C3CCCC2CC(NC(=O)C2CC2)C3)c1 (stereo not given)
 : 10.8%, -11.2%, 0.0%, -14.9, -5.0%, -0.9%, 4.0%
42) Cc1cc(C)c2oc(-c3ccc(C)c(NC(=O)/C=C/c4ccco4)c3)nc2c1
 : 12.6µM*, x, u, 63.9, -3.3%, x, x
43) CCOC(=O)c1cc(S(=O)(=O)NCc2ccccc2)[nH]n1
 : 0.4%, x, -6.8%, 11.4, 17.0%, x, x
44) Cc1cccc(C)c1NC(=O)C1CCN(S(C)(=O)=O)CC1
 : 5.3%, -7.2%, 4.5%, 33.7, u, -11.6%, 26.1%
45) COc1cccc(CN(Cc2cccnc2)S(=O)(=O)c2ccc(-n3cnnn3)c(C)c2)c1
 : 3.0%, 122.7%[activator], 5.7%, -30.0, -1.8%, 6.9%, -5.8%
46) Cc1ccc2nc(N3C(=O)C(O)=C(C(=O)c4ccc(C)o4)C3c3ccc(O)cc3)sc2c1 (stereo not given)
 : -4.0%, -18.0%, -18.4%, 5.6, 5.5%, x, 85.5%[activator]
47) O=C(COc1ccc(Cl)cc1Cl)Nc1c(-c2cccs2)nc2ccccn12
 : -3.3%, 9.6%, -5.0%, -24.9, 5.6%, 3.8%, 5.6%
48) Cc1ccc(-c2cc(C(=O)N3CC(C)OC(C)C3)c3ccccc3n2)o1 (stereo not given)
 : 39.8µM*, -6.9%, -21.2%, 12.7, -17.9%, x, 9.3%
49) COc1ccc(C2c3c(n(C)c4ccccc34)C(=O)N2CC(=O)Nc2ccc(C)c(Cl)c2)cc1 (stereo not given)
 : -8.3%, x, -2.8%[15.4 µM], u, 3.2%, x, x
50) Cc1ccc(C(=O)NC(=S)Nc2ccc(N3CCN(C(=O)c4ccco4)CC3)cc2)cc1
 : -26.9%, -1.9%, -5.1%, u, -7.0%, -5.5%, 0.6%
51) Cc1cc(C(=O)OCC(=O)NCCCN2CCCC2=O)c2ccccc2n1
 : -20.1%, -4.7%, 3.0%, -17.3, -9.2%, -1.5%, -3.0%
52) C=CCOc1cccc(NC(=O)c2ccccc2SC)c1
 : x, -23.4%, -5.2%, -1.1, 0.6%, 2.6%, 10.1%
53) CCOc1cc(C)c(S(=O)(=O)NCCCn2ccnc2)cc1C
 : -4.4%, 16.4%, -4.9%, u, -18.0%, 5.0%, 13.4%
